All columns: NCI-60 one-dose screen, growth in % after 48 h at 10 µM unless noted; 100 = growth as untreated, 0 = no growth, -100 = all killed.
HL-60(TB): HL-60(TB) leukemia cells; hit rate 9% among 78,000; AID 1794776; active = growth percent below 10
Active calls of the source: *; & = joins results of further samples. A portion of the library. The share of hits here may be higher or lower than overall.

SMILES	HL-60(TB)
NC(COCc1ccccc1)C(=O)O (stereo unspecified)	91.7
O=C(O)CC/C(=N\NC(=O)c1ccncc1)c1ccc(Cl)cc1	103.4
C=CCn1c(SCC(=O)Nc2ccc(Cl)cc2)nnc1-c1cc(-c2ccc(OC)cc2)nc2ccccc12	76.9
O=C(NNc1nc2cc(F)cc(F)c2n2cccc12)c1cccnn1	3.6*
O=C(Nc1ccc(-c2nc3ccccc3s2)cc1N1CCOCC1)c1ccccn1	56.2
N=c1c(S(=O)(=O)c2ccccc2)cc2c(=O)n3ccccc3nc2n1CC1CCCO1 (stereo unspecified)	108.8
Clc1ccc2c(Nc3ccc4oc(NCCN5CCOCC5)nc4c3)ccnc2c1	98.5
CC(C)CC(C)OP(=S)(S)OC(C)CC(C)C (stereo unspecified)	123.9
Cc1ccc(C(=O)Cn2c(=O)c3nnc(C)n3c3ccccc32)cc1	101.0
Nc1nc(=O)c2ccccc2c(=O)[nH]1	101.4
COc1cc(/C=C/C(=O)c2ccc(Cl)cc2)cc(CN2CCCC2)c1O	97.0
CC(=O)Cc1ccc(Cl)cc1	82.3
CCN(C(=O)N(CC)c1ccccc1)c1ccccc1	102.9&105.0
C=C1C(=O)O[C@H]2[C@H]1CC/C(COC(=O)NCc1c[nH]c3ccc(OC)cc13)=C\CC[C@@]1(C)O[C@@H]21	-35.8*
CCOC(=O)C(=Cc1ccc(-c2ccccc2)cc1)C(=O)OCC	-10.6*
O=c1cc2n(-c3ccccc3)nc(-c3ccccc3)nc-2cc1N1CC1	84.3
Nc1ccc(Cl)c([N+](=O)[O-])c1	117.9
Cc1csc(/N=C(N)/N=C(\N)c2ccccc2)n1	110.7
CCOc1ccc(N=Cc2ccc(N(C)C)cc2)c(O)c1	53.2
CCCCCCCCCCCCCCCCCCCCCC(=O)OCC(F)(F)C(F)(F)C(F)(F)C(F)(F)C(F)(F)C(F)(F)C(F)(F)C(F)(F)C(F)(F)C(F)F	101.0
COc1ccc2nc(CCC(=O)Nc3ccccc3)c(CC(=O)Nc3ccccc3)cc2c1	103.9
CSc1c(-c2nc3ccccc3s2)c(N)nc2c(C(=O)Nc3ccc(Cl)cc3)c(Nc3ccccc3)nn12	103.5
Cc1cc(Nc2cccc(C(F)(F)F)c2)n2c(nc3ccccc32)c1C#N	31.8
O=C1C2C3C=CC(CC3)C2S(=O)(=O)C2C3C=CC(CC3)C12 (stereo unspecified)	39.4
OC1C2CCC(C2)C1CN1CCCCC1 (stereo unspecified)	112.0
O=C(Cn1c(=O)[nH]c2ccccc2c1=O)NCc1n[nH]c(=S)o1	103.4
CC(C)c1ccccc1O	77.1
Cc1noc2c(Cc3ccccc3)nn(CC(=O)N/N=C/c3ccc(F)cc3)c(=O)c12	93.2
CC(C)CCNC(=O)Cn1ccc2ncccc2c1=O	102.9
Cn1c(NN)nc(-c2ccco2)c(C#N)c1=O	107.3
CCC(=O)Oc1ccc(/C=N/NC(N)=S)nc1	19.9
CCOC(=O)c1csc(NC(=O)COc2ccc(/C=C3\Oc4ccccc4C3=O)cc2)n1	7.2*
CC(=O)O[C@@H]1C[C@@]2(C)[C@@H](CC[C@]2(O)C(C)=O)[C@@H]2CC[C@@H]3[C@@H](Cl)C(=O)CC[C@]3(C)[C@H]21	100.9
N#Cc1c(-c2ccccc2)cc(-c2ccccc2)n(Cc2ccc(C(=O)O)cc2)c1=O	104.1
COc1ccc(-c2c(N)n[nH]c2-c2cc(OC)c3c(c2)OCCO3)cc1	47.1
C=C1C(=O)O[C@H]2[C@H]1CC/C(COC(=O)c1cc3cc(OC)ccc3[nH]1)=C\CC[C@@]1(C)O[C@@H]21	-34.5*
COc1cccc2cc(N(C)c3ncnc4ccccc34)ccc12	-29.1*
O=C(Nc1ccc(Cl)cc1)c1ccc(Cl)cc1Cl	90.5
CCCc1cc2cc(-n3nc(C)c4c3CC(C)(C)CC4=O)cc(NC3CCS(=O)(=O)CC3)c2c(=O)[nH]1	25.6
Cc1nn(-c2ccc([N+](=O)[O-])cc2)c2ncnc(N/N=C/c3cccc([N+](=O)[O-])c3)c12	95.3

Reformatted: results already given
| Structure | HL-60(TB) |
| --- | --- |
| Nc1nc(=O)c2ccccc2c(=O)[nH]1 | 101.4 |
| COc1cc(/C=C/C(=O)c2ccc(Cl)cc2)cc(CN2CCCC2)c1O | 97.0 |

(more compounds)
SMILES	HL-60(TB)
COc1ccc(-c2nc3c(ncc4ccc(=O)[nH]c43)s2)cc1	80.1
Cc1ccc(NC(=S)N/N=C/c2c(-c3ccc(S(C)(=O)=O)cc3)nc3ccccn23)cc1	90.2
C[C@]12CC[C@@H]3c4ccc(O)cc4CC[C@H]3[C@@H]1CC[C@@H]2NS(=O)(=O)c1cccc(F)c1	37.8
O=C1C[C@H](N2C(=O)CCC2=O)[C@H]2CO[C@@H]1O2	93.6
O=C(/C=C/c1cccs1)c1ccc(Cl)s1	116.2
CCC(=O)c1cc(C(=O)OC)c2ccc3c4ccccc4ccc3n12	102.5
CC(C)N1C(=O)NC2C1NC(=O)N2C(C)C (stereo unspecified) (tested in a mixture with another compound)	104.8
O=c1[nH]c2cc(O)ccc2n2cc3c(F)cccc3c12	25.5
O=C(Nc1ncc(Cc2ccc(Cl)cc2)s1)C1=NCCCN1	100.6
O=C(Nc1cccc(-c2cc(=O)c3ccccc3o2)c1)c1ccc2c(c1)OCO2	83.5
CCc1cccc(CC)c1NC(=NCCN1CC1)Nc1c(CC)cccc1CC	57.8
CN(C)c1ccnc(NCCCSC(c2ccccc2)(c2ccccc2)c2ccccc2)c1	-59.0*
CC(=O)Nc1ccc2c(c1)c(NC(C)=O)nn2C(=O)Nc1ccc(Cc2ccccc2)cc1	93.1
O=S(=O)(O)c1cc(O)c2c(S(=O)(=O)O)cccc2c1	93.8
CC(=O)c1nn(-c2ccc(C)cc2)cc1C(=O)c1cc2c(ccc3ccccc32)oc1=O	103.8
COc1ccccc1C(=O)c1ccccc1	98.0
CCOC(=O)c1c(N)nn2c(-c3ccccc3)cc(C)nc12	108.2
CCSc1ccc([C@@H]2[C@@H](N)C(=O)N2c2cc(OC)c(OC)c(OC)c2)cc1	-40.5*
CC(CC(C(N)=O)(c1ccccc1)c1ccccc1)N(C)C (stereo unspecified)	97.5
CC1OC2CC(=O)OC2C2=C1C(=O)c1c(O)cccc1C2=O (stereo unspecified)	-47.8*
COc1ccc(-c2ccc(-c3ccc(C(=N)N)cc3)s2)cc1Cl	-48.8*
CCN(CC)CCn1cnc2ccccc2c1=O	102.3
CSc1ncnc2[nH]ccc12	98.3
CC1=NN(c2ccccc2)C(=O)C1N=Nc1ccc(S(=O)(=O)Nc2nnc(C)s2)cc1 (stereo unspecified)	94.7
CN1C(=O)/C(=C/c2nc(-c3cccc(F)c3)n3ccccc23)c2ccccc21	92.6
S=c1[nH]c2ccccc2s1	98.1&100.7&84.0
O=C(Nc1ccc2c(c1)OCCO2)C(=O)c1c[nH]c2ccc(F)cc12	79.4
CCCCc1[nH]c(-c2cc(N)ccc2Cl)c2c1C(=O)CCCC2	101.4
Nc1cccc(C(=O)O)c1C(=O)O	102.3&60.7
N#Cc1nn(CCCl)c(=O)c2ccccc12	99.7

A section of the results above, for reference:
SMILES	HL-60(TB)
CC(=O)Nc1ccc2c(c1)c(NC(C)=O)nn2C(=O)Nc1ccc(Cc2ccccc2)cc1	93.1
O=S(=O)(O)c1cc(O)c2c(S(=O)(=O)O)cccc2c1	93.8
CC(=O)c1nn(-c2ccc(C)cc2)cc1C(=O)c1cc2c(ccc3ccccc32)oc1=O	103.8
COc1ccccc1C(=O)c1ccccc1	98.0
CCOC(=O)c1c(N)nn2c(-c3ccccc3)cc(C)nc12	108.2
CCSc1ccc([C@@H]2[C@@H](N)C(=O)N2c2cc(OC)c(OC)c(OC)c2)cc1	-40.5*
CC(CC(C(N)=O)(c1ccccc1)c1ccccc1)N(C)C (stereo unspecified)	97.5
CC1OC2CC(=O)OC2C2=C1C(=O)c1c(O)cccc1C2=O (stereo unspecified)	-47.8*
COc1ccc(-c2ccc(-c3ccc(C(=N)N)cc3)s2)cc1Cl	-48.8*
CCN(CC)CCn1cnc2ccccc2c1=O	102.3
CSc1ncnc2[nH]ccc12	98.3
CC1=NN(c2ccccc2)C(=O)C1N=Nc1ccc(S(=O)(=O)Nc2nnc(C)s2)cc1 (stereo unspecified)	94.7
CN1C(=O)/C(=C/c2nc(-c3cccc(F)c3)n3ccccc23)c2ccccc21	92.6
S=c1[nH]c2ccccc2s1	98.1&100.7&84.0
O=C(Nc1ccc2c(c1)OCCO2)C(=O)c1c[nH]c2ccc(F)cc12	79.4
CCCCc1[nH]c(-c2cc(N)ccc2Cl)c2c1C(=O)CCCC2	101.4
Nc1cccc(C(=O)O)c1C(=O)O	102.3&60.7
N#Cc1nn(CCCl)c(=O)c2ccccc12	99.7

More results follow.
SMILES	HL-60(TB)
Cc1[nH]c(-c2nc3ccccc3[nH]2)c(C)c1C(=O)NC(C)C1CCCCC1 (stereo unspecified)	98.3
CCOC(=O)c1c(Nc2ccccc2)nn2c(-c3cccs3)ccnc12	74.9
O=C(O)C(Cc1ccccc1)N1C(=O)CSC1=S (stereo unspecified)	107.7
N=C(N)c1ccc(OCCCCCOc2ccc(C(=N)N)cc2)cc1	48.6
COc1ccc(-c2c(NC(=O)Nc3ccc(S(=O)(=O)Nc4nccs4)cc3)cnn2-c2ccc(S(N)(=O)=O)cc2)cc1	98.6
COc1cccc(C(=O)Nc2ccc(-c3nc4ccccc4[nH]3)cc2)c1	64.1
Clc1ccc(Cc2nc3ccccc3[nH]2)cc1	78.7
CC(=O)OCC1OC(OC(C)=O)C(OC(C)=O)C(OC(C)=O)C1OC(C)=O (stereo unspecified)	100.9&119.9
COc1cc(-c2nn(C(C)(C)C)cc2-c2ccnc(NCCCNS(=O)(=O)c3cccc4ccccc34)n2)ccc1F	82.2
C[C@H](c1ccccc1Cl)n1cc(C(N)=O)nn1	105.6
COc1ccc2c(c1)/C(=C\c1cn(C)c3ccccc13)C(=O)N2	96.0
CCCN(CCC)C(=O)C(c1ccccc1)C1(O)CCCC1 (stereo unspecified)	85.4
O=C1CC(c2ccc3c(c2)OCO3)c2scc(-c3ccc(F)cc3)c2N1 (stereo unspecified)	81.4
CC1(c2ccccc2O)NN=C(/N=C/c2cccc([N+](=O)[O-])c2)N1C(Cc1c[nH]c2ccccc12)C(=O)O (stereo unspecified)	120.0
CS(=O)(=O)NC1CCCCC1	107.1
Cc1cc[n+](CCC(N)=O)cc1	84.9
NC(N)=N/N=C\c1ccc(OCc2ccccc2)cc1	43.1
CCOCC(O)COc1ccc(/C(=C(\C)c2ccccc2)c2ccccc2)cc1 (stereo unspecified)	92.5
O=C(O)/C=C\C(=O)ONCc1ccccc1	98.9
COC(=O)C1(CC(=O)c2ccc(C)cc2)NC(=S)NC(=O)C1C#N (stereo unspecified)	110.2
O=c1c(-c2ccccc2)cocc1-c1ccccc1	83.3
CC(C)NCC(O)COc1cccc2ccccc12 (stereo unspecified)	101.4&95.6
CCOC(=O)c1[nH]c(CN)c(C(=O)OCC)c1C	162.0
ON(Cc1ccccc1)Cc1ccccc1	87.0
CCCC(C)(C)COC(=O)c1ccc(Cl)cc1	96.7
O=C(O)c1cc(N=Nc2ccc(/C=C/c3ccc(N=Nc4ccc(O)c(C(=O)O)c4)cc3S(=O)(=O)O)c(S(=O)(=O)O)c2)ccc1O	105.2
C[N+]1(C)C2CCC1CC(OC(=O)C(CO)c1ccccc1)C2 (stereo unspecified)	103.5
CC(C)(C)C(=O)OCc1ccccc1	104.3
Cc1ccc(S(=O)(=O)N/N=C/c2cn(-c3ccc(F)cc3)nc2-c2ccc(S(C)(=O)=O)cc2)cc1	97.5
COc1cc(CCC[P+](c2ccccc2)(c2ccccc2)c2ccccc2)c(OC)c2c1OCO2	13.6
CCOc1ccc2c(c1)CCNC2C (stereo unspecified)	100.9
O=C(O)c1ccc(Br)cc1	101.4
C#CCNN1C(=Nc2ccccc2)NC(=O)/C1=C\c1ccc(OC)cc1	99.9
C(=C\c1c[nH]c2ccccc12)/c1ccc2ccccc2n1	2.9*
C=C(C)[C@@H]1CC[C@]2(C(=O)Nc3cccnc3)CC[C@]3(C)[C@H](CC[C@@H]4[C@@](C)(CCC#N)[C@H](C(=C)C)CC[C@]43C)[C@@H]12	86.5
O=c1[nH]c(=O)n([C@H]2CC=C(CO)O2)cc1F	53.9
COc1ccc(/C(=C/c2ccc3ccccc3c2)c2nn[nH]n2)cc1OC	-1.2*
CC(C)C[C@@H]1N[C@@]2(C(=O)Nc3ccccc32)[C@@H](c2ccc(F)cc2)[C@@H]1C(=O)c1ccc(O)cc1	105.1
CCOC(=O)c1c[nH]c2cc(C(F)(F)F)ccc2c1=O	95.6
CN(C)CCC(CCN(C)C)c1ccccn1	71.9
N#Cc1nccc2ccc(OCc3ccc(Br)cc3)cc12	129.5
Clc1cc(Cl)c(Cl)c(-c2nnc(-c3cccc(Cl)c3Cl)o2)c1	114.8
O=C(c1cc2cc(OCCCN3CCC3)ccc2[nH]1)N1C[C@@H](CCl)c2c1cc(OCc1ccccc1)c1ccccc21	-33.7*
CC(=O)NCCOC(=O)c1ccccc1	90.1
C=CCNC(=S)NNc1nc(C)cc(=O)[nH]1	106.3
N#C/C(=C\c1ccc(F)cc1)C(=O)O	111.6
COc1cc(/C=C2\SC(=O)N(Cc3ccc(-c4ccccc4C#N)cc3)C2=O)cc(OC)c1OC	102.5
O=Cc1ccc2oc3ccccc3c2c1	113.0
Cc1cc(C2=NNC(=O)Cc3cc4c(cc32)OCCO4)cc(C)c1N	21.6
CN1c2ccccc2[C@]2(Cc3ccccc3)Cc3ccccc3N[C@H]12	94.7

New compounds follow.
SMILES	HL-60(TB)
COc1cc(-c2c3c(cn2CCN2CCOCC2)-c2oncc2CC3)cc(OC)c1OC	111.2
CCc1c(N)nc(N)nc1Cl	61.9
Fc1ccc(C2Cn3nccc3N2)cc1 (stereo unspecified)	103.7
NC(=O)Cc1cccc2ccccc12	138.3
O=C(NO)c1ccc(Cn2ccc3c(NCc4ccccc4)ncnc32)cc1	-16.0*
CN1C2CCC1CC(OC(=O)c1c[nH]c3ccccc13)C2 (stereo unspecified)	104.7
Nc1c(C(=O)N/N=C/c2cccc(Oc3ccccc3)c2)cnn1CC(O)c1ccccc1 (stereo unspecified)	96.4
Cn1ccnc1	88.4
O=C(CN1CCN(c2ccc(Cl)cc2)CC1)N1CCN(c2nnc(-c3ccc(Cl)cc3)c(-c3ccc(Cl)cc3)n2)CC1	41.4
COC(=O)C1CCC(NNC(=O)c2ccncc2)=N1 (stereo unspecified)	111.9
O=C1C(SCc2ccc(F)cc2)=C(Cl)CN1c1ccccc1	90.4

High-throughput results deposited in PubChem by NCI.
